Source: PubChem (several laboratories)
PLCg1 inh: inhibitors of human phospholipase C gamma1. P19174. purified PLC-gamma1, fluorogenic substrate, fluorescence. inhibition, % at 12.2 µM. hit rate 0.84% among 370,000. AID 720700; in the data active = inhibition above about 9.5%
Rev-erbA mod: Rev-erb alpha (human) modulation. P20393. Rev-erbα–FITC-DNA binding, fluorescence polarization, 90 min. activity, % at 10 µM. hit rate 0.79% among 370,000. AID 1259318;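 active = activity above about 14%, limit read from the data; passing the limit was not always enough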;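 also: 0% = DMSO wells with 35 nM protein and 100% = DMSO wells with 750 nM protein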
SMARCA2 activ: SMARCA2 function activation, primary screen; MG213 cells, MMTV-luciferase reporter, dexamethasone, overnight; activation, % at 9.1 µM; hit rate 1% among 370,000; AID 652017; in the data active = activation above about 7.8%;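 also: 0% = vehicle wells and 100% = reference activator wells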
DAX1 inh-1: inhibitors of human orphan nuclear receptor DAX1 (NR0B1). HEK293 Gal4-DAX1 luciferase reporter, luminescence. inhibition, % at 6.75 µM. hit rate 0.99% among 340,000. AID 504766;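 active = inhibition above the mean over all tested compounds plus 3 SD, cut at about 4.2% in these data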;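 also: 0% = DAX1-transfected cells with DMSO and 100% = empty-vector control cells with DMSO; inhibition shows as a rise in luminescence from relieved DAX1 repression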
Target sequence (P51843 207-470 limits assumed): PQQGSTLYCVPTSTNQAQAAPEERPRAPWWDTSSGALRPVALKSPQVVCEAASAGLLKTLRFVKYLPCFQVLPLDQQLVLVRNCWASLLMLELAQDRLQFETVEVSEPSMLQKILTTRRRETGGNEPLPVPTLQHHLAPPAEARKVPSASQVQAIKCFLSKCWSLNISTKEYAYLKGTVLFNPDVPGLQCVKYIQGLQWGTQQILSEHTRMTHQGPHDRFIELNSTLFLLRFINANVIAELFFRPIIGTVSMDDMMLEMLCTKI
hgDAF-12 ag: activates the H. glycines DAF-12 receptor ligand-binding domain. HEK293 GAL4-hgDAF12 UAS-luciferase reporter, agonist luminescence; normalized to butyrate control. activation, % at 6.8 µM. hit rate 1.8% among 370,000. AID 687014;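 active = activation above a cutoff set at the mean of all screened compounds plus 3 SD, cut at about 10% in these data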;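 also: 0% = DMSO wells and 100% = sodium butyrate wells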
ssDAF-12 act: S. stercoralis DAF-12 activation, primary screen. HEK293 ssDAF-12/GRIP1 lit1-tk-luc reporter, luminescence; % of 3 µM dafachronic acid response. activation, % at 6.8 µM. hit rate 1% among 370,000;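 active = activation above the mean over all tested compounds plus 3 SD, cut at about 0.9% in these data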;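 also: 0% = DMSO-only wells and 100% = 3 µM delta7-dafachronic acid wells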
MBD2 DNA inh: inhibitors of human MBD2 binding to methylated oligonucleotide | hit rate 0.31% among 370,000 | inhibition, % at 4.4 µM | TR-FRET; in the data active = inhibition above about 13%
ADAM17 inh: inhibitors of human ADAM17 | P78536 | recombinant ADAM17, EDANS/DABCYL FRET peptide cleavage | inhibition, % at 6.95 µM | hit rate 0.83% among 370,000;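 active = inhibition above the mean of compounds lying between control limits plus 3 SD, set per campaign, cut at about 8.5% in these data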;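 also: 0% = DMSO-only wells as the low control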
Target sequence (P78536 215-824 limits assumed): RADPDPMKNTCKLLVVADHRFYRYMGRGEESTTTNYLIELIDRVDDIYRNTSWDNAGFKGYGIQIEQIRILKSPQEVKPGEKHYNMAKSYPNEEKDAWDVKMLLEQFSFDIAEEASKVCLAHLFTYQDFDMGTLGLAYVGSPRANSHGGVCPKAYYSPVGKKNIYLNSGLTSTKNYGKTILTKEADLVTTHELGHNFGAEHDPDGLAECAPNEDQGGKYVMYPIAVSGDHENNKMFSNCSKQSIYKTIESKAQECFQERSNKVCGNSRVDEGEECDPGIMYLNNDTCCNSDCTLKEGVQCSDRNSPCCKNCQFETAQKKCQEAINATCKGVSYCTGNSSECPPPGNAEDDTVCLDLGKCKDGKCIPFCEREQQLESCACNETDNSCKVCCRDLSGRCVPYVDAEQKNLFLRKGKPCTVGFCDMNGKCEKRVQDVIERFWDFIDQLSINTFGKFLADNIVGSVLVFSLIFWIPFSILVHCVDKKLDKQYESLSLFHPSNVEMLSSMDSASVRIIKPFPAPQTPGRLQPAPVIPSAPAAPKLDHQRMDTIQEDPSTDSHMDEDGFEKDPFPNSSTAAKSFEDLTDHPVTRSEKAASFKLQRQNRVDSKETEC
DAX1 inh-2: DAX1 (NR0B1) inhibition, primary screen; HEK293T StAR-luciferase reporter, SF-1/DAX-1 repression relief; inhibition, % at 6.8 µM; AID 652010; hit rate 1.1% among 370,000;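 active = inhibition above the mean over all tested compounds plus 3 SD, cut at about 3.6% in these data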;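 also: 0% = DAX-1 cells with DMSO and 100% = cells lacking DAX-1 with DMSO; higher inhibition means more luminescence from relief of DAX-1 repression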
hcDAF-12 act: activators of H. contortus DAF-12 nuclear receptor. activation, % at 6.8 µM. AID 652067. HEK293 hcDAF-12 lit1-tk-luc reporter, luminescence; 0% DMSO, 100% Δ7-dafachronic acid. hit rate 1.4% among 370,000;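 active = activation above the mean of all tested compounds plus 3 SD, cut at about 5.5% in these data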;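 also: 100% = response to 3 µM Δ7-dafachronic acid high control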
PLCb3 inh: blocks human PLC-beta3 enzyme activity | AID 720704 | inhibition, % at 12.2 µM | hit rate 0.18% among 370,000 | Purified PLC-beta3, fluorogenic substrate, fluorescence | Q01970; in the data active = inhibition above about 11%;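 also: 0% = median of compound wells on plate and 100% = full blocker control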
* hit, by the source's call; . = no result given.

SMILES	PLCg1 inh	Rev-erbA mod	SMARCA2 activ	DAX1 inh-1	hgDAF-12 ag	ssDAF-12 act	MBD2 DNA inh	ADAM17 inh	DAX1 inh-2	hcDAF-12 act	PLCb3 inh
Oc1ccc(C=NCC2COc3ccccc3O2)cc1 (centres undefined)	0	-2	4	2.6	1.6	-1.5	-6	1	-0.6	-1.6	5
O=C(C1CCCN(S(=O)(=O)c2ccc(Cl)cc2)C1)N1CCCC1 (centres undefined)	1	11	-2	-2.2	-0.9	-0.7	-4	1	-0.1	1.3	-2
O=C(OCCN1CCCCC1)c1ccccc1F	5	2	4	-0.5	-2.3	-0.7	-1	-1	-0.2	0.9	2
COc1cccc(NC(=O)CN(C)C(=O)c2oc3c(ccc4ccccc43)c2C)c1	1	1	-2	-1.5	1.4	-0.6	3	-6	-1.4	1.9	-10
O=C(CSc1ccc(-c2ccco2)nn1)N1CCCC1	-10	1	0	1.4	3.7	-0.6	-2	-10	0.2	0.2	-17
N/C(=N\OC(=O)c1cccs1)c1cccc(Br)c1	5	2	3	2.6	8.6	0.2	0	2	1.9	2.1	-5
CC(=O)c1ccc(N2CCN(C(=O)Cc3cccs3)CC2)cc1	-3	0	-1	-0.4	6.1	-1.1	-1	-1	1.0	-1.2	-12
Cc1cc(C)c(C)c(S(=O)(=O)Nc2ccccc2C(=O)NCCCn2ccnc2)c1C	-3	3	0	2.5	-0.7	-0.7	3	-6	-0.2	-1.4	-3
COc1ccc(-n2nc(C(=O)NCC(=O)NCCCN3CC(C)CC(C)C3)c3ccccc3c2=O)cc1Cl (centres undefined)	-171	1	-2	-1.3	-1.8	-0.8	3	5	0.6	-0.3	-204
O=C(C1CCN(c2cncnc2)CC1)N1CCCC1	-3	-3	-3	.	1.9	-0.9	2	-4	0.6	-0.4	-4
CCOc1cc(CNCCCN2CCOCC2)ccc1OCC(=O)NC(C)(C)C	-1	-4	-2	0.0	1.2	0.2	-1	-6	-0.1	-0.5	-2
Cc1cccc(C(=O)OC(C)C(=O)N2CCN(Cc3ccccc3)CC2)c1 (centres undefined)	2	1	0	-1.0	0.1	-1.2	0	-1	-0.3	-1.7	-4
COc1ccccc1CNC(=O)C1CCC(CNS(=O)(=O)c2ccc(F)cc2)CC1 (centres undefined)	-2	-5	-4	-0.8	-0.8	-1.1	5	-8	-0.2	0.3	-5
Cc1c([C@H]2[C@@H](CC#N)C2(C)C)c2ccccc2n1C	-3	6	0	-0.6	-1.2	-0.8	-5	-6	-0.1	-1.9	-3
CCOC(=O)CSc1nc2ccc(C)cc2n2cnnc12	-3	1	0	-0.6	-0.7	-1.4	0	0	0.0	-0.6	-2
O=C(c1ccccc1)N1CCC(c2nc(-c3ccc(S(=O)(=O)NCC4CCCO4)cc3)no2)CC1 (centres undefined)	-1	-6	-2	-2.2	-1.1	-2.4	-5	-1	-1.4	-2.3	1
COc1ccc2cc(C(C)C(=O)OC(C)C)ccc2c1 (centres undefined)	-1	4	1	1.7	0.3	-1.0	-1	-4	0.1	-1.3	-4
Clc1ccc(CNc2ccc(N3CCN(Cc4ccccc4)CC3)cc2)cc1	-5	-1	-1	-3.2	-3.5	-1.2	-2	-2	-1.0	-3.3	-14
CC(=O)NC1=NC(=O)/C(=C/N2CCCCC2)S1	-18	8	1	1.7	-0.3	-1.2	-1	-11	0.4	-0.9	-31
Cc1nn(Cc2ccc(F)cc2)c(C)c1NC(=O)c1noc2c1CCCCC2	2	-2	-1	-1.9	0.8	-1.3	0	-2	-1.4	-1.5	5
Cc1c(OCC(=O)NCC2CCC(C(=O)NCCCO)CC2)ccc2c(-c3ccccc3)cc(=O)oc12 (centres undefined)	-1	2	0	-0.1	-0.7	-1.3	0	-2	-0.6	0.4	-11
COC(=O)C1=C(C(=O)OC)[C@@]2([C@H](Cc3ccc(C)cc3)Nc3ccccc3)C=C[C@@H]1O2	2	-2	.	.	-2.1	-2.4	3	3	.	-3.3	-2
C[N+]1(CC(O)COCC2COc3ccccc3O2)CCOCC1 (centres undefined)	-2	-2	-4	1.1	0.5	-0.6	0	-3	-0.2	0.3	2
CCC(=O)NC(=S)NNC(=O)c1ccc(OC)cc1	4	-5	-2	-1.3	1.5	0.7	2	3	0.2	2.9	3
CC(=O)Nc1cccc(C(=O)Nc2cccnc2)c1	0	-3	-3	0.0	-0.5	-1.9	-6	-1	0.2	-1.0	-3

A draw from above in order of SMILES length, smallest number first.
SMILES	PLCg1 inh	Rev-erbA mod	SMARCA2 activ	DAX1 inh-1	hgDAF-12 ag	ssDAF-12 act	MBD2 DNA inh	ADAM17 inh	DAX1 inh-2	hcDAF-12 act	PLCb3 inh
O=C(C1CCN(c2cncnc2)CC1)N1CCCC1	-3	-3	-3	.	1.9	-0.9	2	-4	0.6	-0.4	-4
CCOC(=O)CSc1nc2ccc(C)cc2n2cnnc12	-3	1	0	-0.6	-0.7	-1.4	0	0	0.0	-0.6	-2
N/C(=N\OC(=O)c1cccs1)c1cccc(Br)c1	5	2	3	2.6	8.6	0.2	0	2	1.9	2.1	-5

(more compounds)
SMILES	PLCg1 inh	Rev-erbA mod	SMARCA2 activ	DAX1 inh-1	hgDAF-12 ag	ssDAF-12 act	MBD2 DNA inh	ADAM17 inh	DAX1 inh-2	hcDAF-12 act	PLCb3 inh
COc1ccccc1C(=O)NCC(=O)Nc1ccc2c(c1)CCC2	1	-5	1	1.1	10	-0.4	-4	3	3.0	-0.1	-7
Cn1cccc1C(=O)OCC(=O)Nc1cc(C(C)(C)C)nn1-c1ccccc1	1	-4	-4	-0.4	-2.7	-1.1	4	-4	-1.0	-1.7	0
CN1CCC(=C2c3ccccc3C(O)c3ccccc32)CC1 (centres undefined)	-1	1	0	-1.0	-0.9	-1.1	2	-7	0.5	-0.4	-8
Cc1nnc(SCC(=O)c2ccc(Cl)cc2)n(N)c1=O	-47	-1	2	0.8	7.3	0.7	-4	-2	2.9	9.6*	-74
CC1CC(C)CN(CC(O)COCCOc2ccc(Br)cc2)C1 (centres undefined)	4	1	1	-0.2	3.5	-1.7	-4	3	0.2	-0.8	6
COC(=O)c1ccc(NC(=O)c2sc3nc(-c4ccccc4)cn3c2C)cc1	-3	7	0	-0.3	-1.8	-1.7	-4	1	0.7	-0.1	0
CCCCCn1nc(C(=O)N2CCc3ccccc32)c2ccccc2c1=O	2	-1	4	-0.4	-0.3	-0.6	-3	-5	0.8	1.7	-2
c1ccc2cc(Sc3ncnc4c3oc3ccccc34)ccc2c1	7	12	-2	-0.8	0.7	-1.1	-4	-1	0.8	0.0	5
COc1ccccc1-n1ccnc1SCC(=O)NCC1CCCO1 (centres undefined)	-1	0	-3	0.1	0.8	-0.2	6	0	0.1	0.3	-8
CC[C@H]1OC(=O)[C@H](C)[C@@H](O[C@H]2C[C@@](C)(OC)[C@@H](O)[C@H](C)O2)[C@H](C)[C@@H](O[C@@H]2O[C@H](C)C[C@H](N(C)C)[C@H]2O)[C@](C)(O)C[C@@H](C)C(=NOCOCCOC)[C@H](C)[C@@H](O)[C@]1(C)O	2	-2	-4	-0.1	0.8	-0.9	-7	0	-0.6	0.7	3
CCCCSc1c(C)c2cc3c(cc2[nH]c1=O)OCO3	-5	13	-1	0.0	1.0	-1.4	2	-29	0.2	-2.3	-5
Cc1cccc(C(=O)NCC(=O)OCC(=O)NC2CCCCCCC2)c1	1	-2	-2	-1.2	-0.5	-1.7	-2	0	1.8	1.1	-5
O=C(CCn1cnc2ccccc2c1=O)Nc1nc(-c2ccc(Br)cc2)cs1	-3	-8	-3	0.1	2.6	-1.9	5	0	0.3	-0.6	3
Cc1nc2ccccc2c(=O)n1NC(=O)c1ccc(F)cc1Cl	1	-9	4	0.4	4.2	-0.3	3	-1	0.0	-0.1	-1
COCOc1cccc(CN2CCC(C)(Oc3ccc(C(C)=O)cc3)C2)c1 (centres undefined)	0	-6	-1	.	-0.5	-1.2	2	-4	0.5	0.7	4
CCOc1ccc(/C=C2\CCc3ccccc3C2=O)cc1	-1	2	3	2.0	7.5	-1.5	0	-2	0.4	0.2	-5
CCc1ccc(NC(=O)CSc2nncn2-c2cccnc2)cc1	1	-3	2	3.5	5.5	-0.9	2	2	0.8	0.9	-1

Ordered by length of the SMILES (highest first): 10 of the compounds above
SMILES	PLCg1 inh	Rev-erbA mod	SMARCA2 activ	DAX1 inh-1	hgDAF-12 ag	ssDAF-12 act	MBD2 DNA inh	ADAM17 inh	DAX1 inh-2	hcDAF-12 act	PLCb3 inh
CC[C@H]1OC(=O)[C@H](C)[C@@H](O[C@H]2C[C@@](C)(OC)[C@@H](O)[C@H](C)O2)[C@H](C)[C@@H](O[C@@H]2O[C@H](C)C[C@H](N(C)C)[C@H]2O)[C@](C)(O)C[C@@H](C)C(=NOCOCCOC)[C@H](C)[C@@H](O)[C@]1(C)O	2	-2	-4	-0.1	0.8	-0.9	-7	0	-0.6	0.7	3
Cn1cccc1C(=O)OCC(=O)Nc1cc(C(C)(C)C)nn1-c1ccccc1	1	-4	-4	-0.4	-2.7	-1.1	4	-4	-1.0	-1.7	0
O=C(CCn1cnc2ccccc2c1=O)Nc1nc(-c2ccc(Br)cc2)cs1	-3	-8	-3	0.1	2.6	-1.9	5	0	0.3	-0.6	3
COCOc1cccc(CN2CCC(C)(Oc3ccc(C(C)=O)cc3)C2)c1 (centres undefined)	0	-6	-1	.	-0.5	-1.2	2	-4	0.5	0.7	4
Cc1cccc(C(=O)NCC(=O)OCC(=O)NC2CCCCCCC2)c1	1	-2	-2	-1.2	-0.5	-1.7	-2	0	1.8	1.1	-5
COc1ccccc1C(=O)NCC(=O)Nc1ccc2c(c1)CCC2	1	-5	1	1.1	10	-0.4	-4	3	3.0	-0.1	-7
CC1CC(C)CN(CC(O)COCCOc2ccc(Br)cc2)C1 (centres undefined)	4	1	1	-0.2	3.5	-1.7	-4	3	0.2	-0.8	6
Cc1nnc(SCC(=O)c2ccc(Cl)cc2)n(N)c1=O	-47	-1	2	0.8	7.3	0.7	-4	-2	2.9	9.6*	-74
COc1ccccc1-n1ccnc1SCC(=O)NCC1CCCO1 (centres undefined)	-1	0	-3	0.1	0.8	-0.2	6	0	0.1	0.3	-8
CCOc1ccc(/C=C2\CCc3ccccc3C2=O)cc1	-1	2	3	2.0	7.5	-1.5	0	-2	0.4	0.2	-5
